Bioassay records (PubChem BioAssay)
All columns: NCI-60 one-dose screen, growth in % after 48 h at 10 µM unless noted; 100 = growth as untreated, 0 = no growth, -100 = all killed.
HT29 = HT29 colon cancer. AID 1794748. 7.4% of 81,000 active
786-0 = 786-0 renal cancer cells | 5.1% of 81,000 active
HCC-2998 = HCC-2998 colon cancer | 4.7% of 79,000 active | AID 1794799
HCT-15 = HCT-15 colon cancer; 5.2% of 82,000 active; AID 1794746
SN12C = SN12C renal cancer cells; 3.8% of 81,000 active; AID 1794767
TK-10 = TK-10 renal cancer cells; AID 1794769; 3.9% of 81,000 active
SW-620 = SW-620 colon cancer. 5.2% of 82,000 active
UO-31 = UO-31 renal cancer. 5.2% of 81,000 active
HCT-116 = HCT-116 colon cancer. 7.3% of 82,000 active
* marks the source's active call; other numbers are inactive results; · = no result given; & = joins results of further samples. How the source made its calls: active means growth percent below 10; inactive means the rest. The order is random; overall some 12% were active at least once.

1: Cc1ccc2oc(=O)cc(/C(=C3/C=CC=N3)c3ccc[nH]3)c2c1
2: O=C1c2ccccc2C(c2ccccc2)C1c1ccccc1 (stereo not given)
3: CCOC(=O)C1(C(=O)OCC)NC(=O)CC1C(C)C (stereo not given)
4: Cn1c(=O)c2c(nc(-c3cccc(OCCCCl)c3)n2C)n(C)c1=O
5: CCN(CC)c1ccn(CC(=O)NCCC(C)C)c(=O)c1
6: Cc1ccc(C(N)=O)cc1

assay / compound | 1 | 2 | 3 | 4 | 5 | 6
HT29 | -37* | 99 | 112 | 100 | 104 | 107
786-0 | 3.1* | 107 | 112 | 96 | 110 | ·
HCC-2998 | -17* | 95 | · | 109 | 101 | ·
HCT-15 | 5.4* | 72 | 99 | 101 | 104 | 99
SN12C | · | 93 | 96 | · | 99 | 101
TK-10 | 1.9* | 124 | 107 | 99 | 113 | 107
SW-620 | 21 | 90 | 103 | 114 | 100 | 107
UO-31 | 5.2* | 79 | · | · | 92 | ·
HCT-116 | 1.4* | 79 | 107 | 94 | 100 | 103

7: COc1nc2cc(OC(C)C)ccc2cc1-c1nc2c(cnn2-c2ccccc2)c(=O)[nH]1
8: CCOC(=O)/C=C1\S/C(=N\Nc2cc(=O)[nH]c3ccc(Cl)cc23)N(c2ccccc2)C1=O
9: O=C(/C=C/Nc1ccc(F)cc1F)c1ccc2c(c1)Nc1ccccc1S2
10: COc1cc(-c2noc(-c3ccc(N)cc3)n2)cc(OC)c1OC
11: COc1ccc(-c2c(CC(=O)O)c3cc(OC)ccc3n2Cc2ccc(Cl)cc2)cc1
12: CC1(C)CC2=C3C=C[C@@H]4[C@@]5(C)CCC(=O)C(C)(C)[C@@H]5CC[C@@]4(C)[C@]3(C)CC[C@@]2(C(=O)O)C[C@H]1O

assay / compound | 7 | 8 | 9 | 10 | 11 | 12
HT29 | 117 | 102 | 71 | 105 | 108 | 14
786-0 | 93 | 94 | 88 | 97 | 88 | 17
HCC-2998 | 121 | 105 | 80 | 109 | 111 | 35
HCT-15 | 109 | 75 | 33 | 88 | 85 | 6.7*
SN12C | 98 | 93 | 82 | 84 | 99 | 22
TK-10 | 96 | 107 | 100 | 101 | 84 | 17
SW-620 | 116 | 77 | 55 | 101 | 101 | 33
UO-31 | 88 | 75 | 80 | 67 | 69 | 17
HCT-116 | 97 | 39 | 59 | 96 | 81 | 0.8*

13: COc1ccc(C2C=C(C)N=C3SC=CN32)cc1OC (stereo not given)
14: O=C1CCC23OC=CC2C2(Nc4ccccc4NC2=O)c2cc(Cl)ccc2N13 (stereo not given)
15: O=C(N/N=C/c1ccc[nH]1)c1[nH]c2ccc(Br)cc2c1-c1ccccc1
16: COC(=O)c1ccc(NC(=O)Cn2cc(CN3CCN(c4ccnc5cc(Cl)ccc45)CC3)nn2)cc1
17: O=C(O)/C=C/C(=O)Nc1ccc(Cl)c(Cl)c1
18: Cc1ccccc1NN

assay / compound | 13 | 14 | 15 | 16 | 17 | 18
HT29 | 109 | 98 | 6.2* | 99 | 106 | 118
786-0 | 98 | 103 | 14 | 105 | 108 | ·
HCC-2998 | 106 | 106 | 17 | 99 | 98 | ·
HCT-15 | 115 | 105 | 9.4* | 99 | 107 | 101
SN12C | 102 | 100 | 29 | 95 | 95 | 93
TK-10 | 104 | 110 | 44 | 106 | 111 | 105
SW-620 | 102 | 107 | 23 | 91 | 114 | 104
UO-31 | 89 | 80 | 12 | 69 | 70 | ·
HCT-116 | 105 | 96 | 0.0* | 99 | 105 | 94

19: N#Cc1c(-c2ccc(F)cc2)nc(SCc2ccc([N+](=O)[O-])cc2)nc1N1CCNCC1
20: CC(C)OC(=O)[C@]12CCC(C)(C)C[C@H]1C1=CC[C@@H]3[C@@]4(C)C/C(=C/c5ccncc5)C(=O)C(C)(C)[C@@H]4CC[C@@]3(C)[C@]1(C)CC2
21: CC(O)CC(C)(C)NC(=O)C(C)O (stereo not given)
22: CC(=O)Nc1nc(C)c(C(=O)N/N=C/c2cccs2)s1
23: c1ccc(/C(=N\N=C(/c2ccccc2)c2cccs2)c2cccs2)cc1
24: NC1=C(O)C(=O)C(c2cccc3ccccc23)O1 (stereo not given)

assay / compound | 19 | 20 | 21 | 22 | 23 | 24
HT29 | 99 | 72 | 112 | 95 | 95 | 97
786-0 | 99 | 99 | · | 94 | 85 | 122
HCC-2998 | 107 | 119 | 114 | 114 | 101 | 106
HCT-15 | 107 | 59 | 98 | 101 | 92 | 105
SN12C | 100 | 84 | 107 | 93 | · | 93
TK-10 | 100 | 138 | 100 | 144 | 104 | 125
SW-620 | 106 | 74 | 102 | 94 | 98 | 101
UO-31 | 88 | 101 | 97 | 80 | 71 | 72
HCT-116 | 102 | 46 | 94 | · | 92 | 105

25: Cc1c(C(=O)NC(Cc2ccccc2)C(O)C(=O)NCc2ccccc2)[nH]c2ccccc2c1=O (stereo not given)
26: C/C(=N\O)c1ccc(NC(=O)CSc2nnc(-c3cc(-c4ccc(S(N)(=O)=O)cc4)nc4ccccc34)n2-c2ccccc2)cc1
27: O=C(Nc1cccc(-n2cc(-c3ccncc3)c(-c3ccc(Cl)c(O)c3)n2)c1)c1ccc(N2CCOCC2)c(C(F)(F)F)c1
28: COc1ccc(C(C)=C(c2ccc(OCCN(C)C)cc2)c2ccc(OCCN(C)C)cc2)cc1
29: CCOC(=O)c1cc(C(=O)OCC)c(C#N)c(=O)[nH]1
30: O=C1OC2C=CC3CC2(O1)C1CCCC(=O)N1O3 (stereo not given)

assay / compound | 25 | 26 | 27 | 28 | 29 | 30
HT29 | 102 | 66 | 98 | -53* | 100 | 107
786-0 | 107 | 73 | 60 | -88* | 99 | 104
HCC-2998 | 112 | 88 | 56 | -69* | 109 | 117
HCT-15 | 105 | 81 | 26 | -46* | 95 | 108
SN12C | 102 | 79 | 74 | 0.1* | 105 | 105
TK-10 | 99 | 81 | 119 | -56* | 96 | 91
SW-620 | 105 | 75 | 6.3* | -66* | 108 | 108
UO-31 | 95 | 85 | 37 | -59* | 97 | 90
HCT-116 | 104 | 53 | 30 | -81* | 99 | 103

31: C1CNCCNC1
32: COC(=O)C(=O)C(C#N)c1c(Cl)cccc1Cl (stereo not given)
33: CC(=O)C1=NN(c2ccccc2)C2C3N(c4ccccc4)N=C(C(C)=O)N3c3ccccc3N12 (stereo not given)
34: CC(=O)n1cc(-c2c[nH]c3ccccc23)c(-c2ccc(O)cc2)n1
35: CCN(CC)CCOC(=O)Nc1cccc(Cl)c1
36: O=S(=O)(NCCNc1nccc(-c2c(-c3ccc(F)c(O)c3)nc3occn23)n1)c1ccc(O)cc1

assay / compound | 31 | 32 | 33 | 34 | 35 | 36
HT29 | 101 | 107 | 101 | 108 | 103 | 59
786-0 | 110 | 103 | 102 | 109 | 101 | 91
HCC-2998 | 101 | 100 | 95 | 105 | 110 | 111
HCT-15 | 106 | 97 | 103 | 98 | 106 | 88
SN12C | 90 | 97 | 99 | 96 | 107 | 87
TK-10 | 92 | 104 | 96 | 126 | 101 | 121
SW-620 | 95 | 93 | 108 | 94 | 106 | 113
UO-31 | 92 | 81 | 129 | 52 | 86 | 62
HCT-116 | 97 | 93 | 105 | 86 | 97 | 81

Shown with bars between the fields: part of the list above.
no. | SMILES | HT29 | 786-0 | HCC-2998 | HCT-15 | SN12C | TK-10 | SW-620 | UO-31 | HCT-116
19 | N#Cc1c(-c2ccc(F)cc2)nc(SCc2ccc([N+](=O)[O-])cc2)nc1N1CCNCC1 | 99 | 99 | 107 | 107 | 100 | 100 | 106 | 88 | 102
20 | CC(C)OC(=O)[C@]12CCC(C)(C)C[C@H]1C1=CC[C@@H]3[C@@]4(C)C/C(=C/c5ccncc5)C(=O)C(C)(C)[C@@H]4CC[C@@]3(C)[C@]1(C)CC2 | 72 | 99 | 119 | 59 | 84 | 138 | 74 | 101 | 46
21 | CC(O)CC(C)(C)NC(=O)C(C)O (stereo not given) | 112 | · | 114 | 98 | 107 | 100 | 102 | 97 | 94
22 | CC(=O)Nc1nc(C)c(C(=O)N/N=C/c2cccs2)s1 | 95 | 94 | 114 | 101 | 93 | 144 | 94 | 80 | ·
23 | c1ccc(/C(=N\N=C(/c2ccccc2)c2cccs2)c2cccs2)cc1 | 95 | 85 | 101 | 92 | · | 104 | 98 | 71 | 92
24 | NC1=C(O)C(=O)C(c2cccc3ccccc23)O1 (stereo not given) | 97 | 122 | 106 | 105 | 93 | 125 | 101 | 72 | 105
25 | Cc1c(C(=O)NC(Cc2ccccc2)C(O)C(=O)NCc2ccccc2)[nH]c2ccccc2c1=O (stereo not given) | 102 | 107 | 112 | 105 | 102 | 99 | 105 | 95 | 104
26 | C/C(=N\O)c1ccc(NC(=O)CSc2nnc(-c3cc(-c4ccc(S(N)(=O)=O)cc4)nc4ccccc34)n2-c2ccccc2)cc1 | 66 | 73 | 88 | 81 | 79 | 81 | 75 | 85 | 53
27 | O=C(Nc1cccc(-n2cc(-c3ccncc3)c(-c3ccc(Cl)c(O)c3)n2)c1)c1ccc(N2CCOCC2)c(C(F)(F)F)c1 | 98 | 60 | 56 | 26 | 74 | 119 | 6.3* | 37 | 30
28 | COc1ccc(C(C)=C(c2ccc(OCCN(C)C)cc2)c2ccc(OCCN(C)C)cc2)cc1 | -53* | -88* | -69* | -46* | 0.1* | -56* | -66* | -59* | -81*
29 | CCOC(=O)c1cc(C(=O)OCC)c(C#N)c(=O)[nH]1 | 100 | 99 | 109 | 95 | 105 | 96 | 108 | 97 | 99
30 | O=C1OC2C=CC3CC2(O1)C1CCCC(=O)N1O3 (stereo not given) | 107 | 104 | 117 | 108 | 105 | 91 | 108 | 90 | 103
31 | C1CNCCNC1 | 101 | 110 | 101 | 106 | 90 | 92 | 95 | 92 | 97
32 | COC(=O)C(=O)C(C#N)c1c(Cl)cccc1Cl (stereo not given) | 107 | 103 | 100 | 97 | 97 | 104 | 93 | 81 | 93
33 | CC(=O)C1=NN(c2ccccc2)C2C3N(c4ccccc4)N=C(C(C)=O)N3c3ccccc3N12 (stereo not given) | 101 | 102 | 95 | 103 | 99 | 96 | 108 | 129 | 105

Carrying on.
37: Cc1ccccc1OC(=O)c1ccccc1Cl
38: COc1ccccc1C(=O)Cc1ccccc1
39: CCc1ccc(OCc2cn(CC(=O)Nc3nc4ccccc4s3)nn2)cc1
40: CC(C)(C#N)OC(=O)Nc1c(Cl)cccc1Cl
41: BrC1c2ccccc2-c2ccccc21
42: CCN(CC)CCNc1ccccc1

assay / compound | 37 | 38 | 39 | 40 | 41 | 42
HT29 | 105 | 94&98 | 96 | 104 | 101 | 101
786-0 | 89 | 99&102 | 104 | 98 | 112 | 100
HCC-2998 | 104 | 101&95 | 115 | 106 | 106 | 93
HCT-15 | 105 | 102&100 | 104 | 102 | 111 | 102
SN12C | 95 | 104&96 | 98 | 96 | 99 | ·
TK-10 | 97 | 100&107 | 104 | 97 | 94 | 98
SW-620 | 109 | 102&104 | 96 | 109 | 112 | 110
UO-31 | 73 | 99&90 | 65 | 93 | 83 | 92
HCT-116 | 89 | 102&104 | 96 | 102 | 103 | 99

43: COc1cc(/C=N/NC(=S)Nc2ccccc2)ccc1O
44: CC1(C)OC(=O)NC1c1ccccc1 (stereo not given)
45: C=C(C)[C@@H]1CC[C@]2(C(=O)NC(COC(=O)C(Cl)Cl)(COC(=O)C(Cl)Cl)COC(=O)C(Cl)Cl)CC[C@]3(C)[C@H](CC[C@@H]4[C@@]5(C)CC[C@H](OC(C)=O)C(C)(C)[C@@H]5CC[C@]43C)[C@@H]12
46: COC(=O)c1cc(NC(=O)c2cc([N+](=O)[O-])cn2C)c2cccc(C(=O)OC)c2c1
47: COc1ccc(NC(=O)C(=O)NO)c(OC)c1
48: COc1ccc(-c2nc(N/N=C/c3cccc(Br)c3)nc(N3CCOCC3)c2C#N)cc1

assay / compound | 43 | 44 | 45 | 46 | 47 | 48
HT29 | 84 | 107 | 4.7* | 84 | 117 | 22
786-0 | 94 | 95 | 37 | 102 | 89 | 36
HCC-2998 | 105 | 111 | 66 | 85 | 99 | 75
HCT-15 | 91 | 104 | 28 | 100 | 92 | 7.3*
SN12C | 85 | 114 | 37 | 85 | 97 | 89
TK-10 | 98 | 105 | 76 | 96 | 118 | 91
SW-620 | 104 | 104 | 62 | 99 | 97 | 14
UO-31 | 75 | 102 | 55 | 92 | 79 | 43
HCT-116 | 98 | 100 | -17* | 72 | 76 | 33

49: Cc1ccc(NC(=S)Nc2ccccc2)c(C)c1
50: O=C(c1cccc(Cl)c1Cl)N1CCN(c2ccnc3cc(Cl)ccc23)CC1
51: CC(=O)Nc1ccc2ccccc2c1Br
52: CS(=O)(=NC#N)c1ccc(-c2cnc(N)c(C(=O)Nc3ccccc3)n2)cc1 (stereo not given)
53: COc1ccc2oc(=O)cc(Cn3nnc(N)c3C#N)c2c1
54: CC/C(=C(/c1ccc(Cl)cc1)c1ccc(OCCN)cc1)c1ccccc1
55: O=C(CSc1nc2ccccc2c(=O)n1-c1ccc(S(=O)(=O)Nc2ccc(Cl)nn2)cc1)NCc1ccccc1
56: COc1ccc(-c2nnc(CNc3ccc(Cl)cc3)o2)cc1

assay / compound | 49 | 50 | 51 | 52 | 53 | 54 | 55 | 56
HT29 | 98 | 83 | 107 | 80 | 94 | 80 | 101 | 97
786-0 | 97 | 94 | 100 | 46 | 102 | 88 | 90 | 101
HCC-2998 | 117 | 116 | 114 | 105 | 113 | 84 | 101 | 100
HCT-15 | 97 | 86 | 97 | 63 | 105 | 56 | 100 | 99
SN12C | 108 | 87 | 84 | 79 | 102 | 104 | 95 | 95
TK-10 | 113 | 99 | 157 | 97 | 120 | 115 | 101 | 110
SW-620 | 116 | 99 | 97 | 109 | 102 | 16 | 109 | 99
UO-31 | 89 | 71 | 58 | 48 | 81 | 78 | 88 | 71
HCT-116 | 101 | 85 | 99 | 87 | 96 | 56 | 112 | 88
